Source: PubChem
Jurkat NFkB inh – inhibitors of induced NF-kB luciferase reporter, primary screen, TCR NF-kB activation inhibitor project, cell-based, luminescence, uHTS; Jurkat, PMA/ionomycin-induced NF-kB luciferase reporter; inhibition, % at 4 µM; hit rate 0.53% among 330,000; AID 435003, 2010; in the data active = inhibition above about 50%
CHOP UPR activ – activators of apoptotic CHOP UPR arm, primary screen, cell-based, CHO-CHOP luciferase reporter, luminescence, uHTS | AID 449763, 2010 | activation, % at 10 µM | hit rate 0.34% among 330,000 | UPR activation; percent of tunicamycin response over DMSO baseline;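 active = at 10 µM dose, activation of 40% or more, normalized to positive control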;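 note: 100% = tunicamycin at 10 µg/mL and 0% = DMSO alone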
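Material: CHO-CHOP cells, stable luciferase reporter of PERK-eIF2a-CHOP signalling; quantity: 500 reporter cells seeded per well; buffer or medium: F12 medium containing 10% fetal bovine serum; compound: one dose, 10 µM in 0.5% DMSO; incubation: 6 h compound treatment, 37 °C; measured by: Steady-Glo luciferase luminescence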
697 NFkB inh – inhibitors of PMA/ionomycin-induced NF-kB reporter, 697 cells, primary screen, B-cell NF-kB inhibitor project, cell-based, luminescence, uHTS; 697 B-cell NF-kB luciferase reporter, 16 h; inhibition, % at 4 µM; hit rate 0.33% among 330,000; in the data active = inhibition above about 35%
UPR XBP1 act – activators of adaptive XBP1 UPR arm, primary screen, cell-based, CHO-XBP1 luciferase reporter, luminescence, uHTS; IRE1-XBP1 UPR activation; percent of tunicamycin response, DMSO as zero; activation, % at 20 µM; hit rate 0.33% among 330,000; AID 463104, 2010;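 active = versus positive control, 20 µM dose yields 30% or more activation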;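 note: 100% = tunicamycin at 10 µg/mL and 0% = DMSO only wells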
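Material: CHO cell line with stable XBP1 luciferase reporter; buffer or medium: F12 medium containing 10% fetal bovine serum; compound: single point, 20 µM final compound, 1% DMSO; incubation: 6 h treatment, 37 °C; measured by: glow luminescence from Steady-Glo reagent; evaluation: activation, % of tunicamycin; control set: tunicamycin high, DMSO low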
tim23-1 inh – growth inhibitors of tim23-1 mutant yeast, primary screen, luminescence, uHTS; S. cerevisiae tim23-1 growth, BacTiter-Glo luminescence, 24 h; inhibition, % at 20 µM; hit rate 1.3% among 330,000;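 active = growth inhibition of the mutant yeast at or above 50%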;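 note: temperature-sensitive mutant grown at 25 °C; plate controls were DMSO-treated mutant yeast for no effect and medium wells lacking yeast for full effect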
Mdm2 MdmX PPI – inhibitors of human Mdm2-MdmX association, primary screen, cell-based, luminescence, split luciferase, SaOS-2, uHTS. hit rate 3% among 330,000. SaOS-2 split-luciferase Mdm2/MdmX complementation. inhibition, % at 8 µM. Protein Mdm4 (Homo sapiens) + E3 ubiquitin-protein ligase Mdm2 (Homo sapiens), …. AID 485346, 2010;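 active = inhibition of at least 50% at 8 µM in the primary screen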
Target sequence (O15151 whole entry, looked up): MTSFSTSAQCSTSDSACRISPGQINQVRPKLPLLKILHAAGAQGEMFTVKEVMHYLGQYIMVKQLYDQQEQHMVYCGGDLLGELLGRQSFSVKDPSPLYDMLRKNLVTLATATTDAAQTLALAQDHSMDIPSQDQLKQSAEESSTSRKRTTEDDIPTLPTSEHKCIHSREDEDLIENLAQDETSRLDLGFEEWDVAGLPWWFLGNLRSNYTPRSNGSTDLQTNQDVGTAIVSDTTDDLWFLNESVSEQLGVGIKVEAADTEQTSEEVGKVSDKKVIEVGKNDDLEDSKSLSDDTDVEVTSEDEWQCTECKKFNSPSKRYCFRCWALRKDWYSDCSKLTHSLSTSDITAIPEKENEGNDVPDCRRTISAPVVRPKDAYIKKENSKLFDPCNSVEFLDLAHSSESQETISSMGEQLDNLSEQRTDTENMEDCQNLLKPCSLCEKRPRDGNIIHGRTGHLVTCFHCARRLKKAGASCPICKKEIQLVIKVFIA
Target sequence (Q00987 whole entry, looked up): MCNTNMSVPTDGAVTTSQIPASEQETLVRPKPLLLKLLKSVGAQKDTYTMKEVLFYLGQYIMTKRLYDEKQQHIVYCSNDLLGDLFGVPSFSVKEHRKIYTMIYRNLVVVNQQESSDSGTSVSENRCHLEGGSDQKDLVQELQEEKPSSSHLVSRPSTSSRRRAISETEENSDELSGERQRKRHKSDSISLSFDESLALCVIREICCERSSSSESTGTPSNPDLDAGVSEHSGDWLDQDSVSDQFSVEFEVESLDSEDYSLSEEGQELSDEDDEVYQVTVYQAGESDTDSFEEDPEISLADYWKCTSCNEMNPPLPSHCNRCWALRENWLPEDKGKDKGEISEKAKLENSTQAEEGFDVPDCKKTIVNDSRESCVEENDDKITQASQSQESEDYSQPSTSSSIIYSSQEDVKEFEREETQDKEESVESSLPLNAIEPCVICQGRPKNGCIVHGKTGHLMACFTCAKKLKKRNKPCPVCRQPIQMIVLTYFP
APJ ag – agonists of human apelin receptor APJ, primary screen, CHO-K1 cells, PathHunter beta-arrestin, luminescence. AID 2520, 2010. 0% DMSO wells, 100% apelin. P35414. activation, % at 20 µM. hit rate 0.11% among 330,000;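 active = activation more than six SD over the plate average, tested at 20 µM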;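 note: 0% = DMSO alone and 100% = apelin-13 at 10 nM; some results filed as inactive read as strong as hits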
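Assay system: CHO-K1 APJ beta-arrestin complementation cell line / Compound: single test compound dose, 20 µM final, 1% DMSO / Times: overnight seeding, 90 min compound at 25 °C, 1 h detection / Technique: beta-gal luminescence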
APJ antagonist – antagonists of human apelin receptor APJ, primary screen, CHO-K1 cells, beta-arrestin complementation, luminescence; inhibition, % at 20 µM; hit rate 0.32% among 330,000; AID 2521, 2010; P35414;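 active = inhibition above about 40% at 20 µM, limit read from the data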;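 note: cells challenged with 10 nM apelin-13 agonist together with compound; plate controls were apelin-13 plus DMSO wells for no effect and DMSO wells lacking apelin-13 for full effect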
Numbers without * were called inactive. Compounds as they come (roughly 5% active in at least one column).

cpd	molecule	Jurkat NFkB inh	CHOP UPR activ	697 NFkB inh	UPR XBP1 act	tim23-1 inh	Mdm2 MdmX PPI	APJ ag	APJ antagonist
1	CC(OC(=O)CCCN1C(=O)c2ccccc2C1=O)C(=O)Nc1ncc(Cl)cc1Cl (stereo not given)	-10	1.3	1	2	15	-7	-4	0
2	CN(C)S(=O)(=O)c1ccc(NC=O)cc1	3	0.0	7	-6	-2	14	-2	-9
3	Nc1c(C(=O)Nc2nc3ccccc3s2)sc2nc(-c3cccs3)ccc12	-17	26	-1	29	3	87*	-2	-8
4	O=C(CSc1nc(-c2ccccc2)cc(C(F)(F)F)n1)N1CCOCC1	-18	1.3	4	0	1	6	2	11
5	CC(=O)N/C(=C\c1ccccc1)C(=O)OCC(=O)c1c(N)n(CC(C)C)c(=O)n(C)c1=O	15	0.0	19	0	-13	0	9	1
6	OCC1(O)OC[C@@H](O)[C@H]1O (stereo not given in full)	6	-0.4	8	-2	8	-15	-4	5
7	COc1ccc(C(=O)NCC(=O)Nc2cccc(S(=O)(=O)N3CCCC3)c2)cc1	-13	3.3	1	1	-1	-15	-1	3
8	COc1ccc(C(CNC(=O)c2cccc(S(=O)(=O)Nc3ccccc3OC)c2)N2CCCC2)cc1 (stereo not given)	-12	1.7	-26	0	-49	-4	-7	10
9	COc1ccccc1CNC(=O)C(=O)Nc1nccs1	-4	2.1	14	0	5	5	-3	-9
10	CN(C)C(=O)c1ccc(NC(=O)c2cncc(Br)c2)cc1	-5	2.1	-14	1	2	32	-3	-3
11	Cc1ccn2c(=O)nc(SCC(=O)N3CCCCC3)nc2c1	-8	1.1	3	-2	4	17	0	-40
12	CCOc1ccc(Nc2nc(Cc3nnc(SCC(=O)c4ccc(C)c(C)c4)o3)cs2)cc1	3	6.4	-4	-3	6	15	7	-14
13	CC(CCN1C(Nc2ccccc2)=NC[C@@H]1C)c1ccccc1 (stereo not given in full)	16	2.1	6	2	5	8	4	-2
14	COc1cccc(N(C(=O)Cn2nnc(-c3ccc(Cl)cc3)n2)C(C(=O)NCC2CCCO2)c2ccc(C)cc2)c1 (stereo not given)	-6	1.4	14	4	-31	56*	-1	-2
15	COC(=O)c1cc2n(n1)CCCNC2=O	14	-1.1	18	7	5	14	0	11
16	CC1(C)Cc2c(cnn2-c2cccc(F)c2)C(NC(=O)CCN2CCCC2=O)C1 (stereo not given)	2	1.5	-16	-4	-15	-6	-3	10
17	O=C(NNC(=O)c1ccccc1Cl)c1ccc2c(c1)OCCO2	-41	3.4	-51	3	1	-54	-3	-6
18	Cc1ccc(S(=O)(=O)N2CCN(C(=O)COC(=O)/C=C/c3ccccc3[N+](=O)[O-])CC2)c(C)c1	-9	-1.3	2	-1	-2	23	-1	-10
19	COc1cccc(C(O)c2cnc(C(C)C)n2C)c1OC (stereo not given)	-2	1.1	-5	2	-15	19	-2	-13
20	CC1CC(=O)N(C)c2ccc([N+](=O)[O-])cc2N1 (stereo not given)	-8	0.4	18	-1	-8	12	-3	14
21	COc1ccc(C(=O)NCCSC2CCCCC2)cc1	-77	7.2	-58	2	14	-62	-2	-9
22	C#CCOCCOCCOCCNc1nc(N2CCN(C(=O)C([C@@H](C)CC)n3cc(C(N)CO)nn3)CC2)nc(N2CCN(C(=O)[C@H](CCC(=O)O)n3cc(C(N)[C@H](C)CC)nn3)CC2)n1 (stereo not given in full)	26	-1.4	5	0	-1	-4	-3	13
23	COC(=O)c1c(-c2ccc(OC)cc2)sc2cc(OC)c(OC)cc12	8	-1.3	-8	3	35	14	-3	-7
24	CCOC(=O)CNS(=O)(=O)c1ccc(S(=O)(=O)N2CCCC2)cc1	-7	-1.5	13	-3	-4	13	0	8
25	CNC(=O)c1ccccc1F	6	-2.6	19	-1	1	-11	-3	8

Ordered by count of non-hydrogen atoms (falling): 3 of the compounds above
cpd	molecule	Jurkat NFkB inh	CHOP UPR activ	697 NFkB inh	UPR XBP1 act	tim23-1 inh	Mdm2 MdmX PPI	APJ ag	APJ antagonist
21	COc1ccc(C(=O)NCCSC2CCCCC2)cc1	-77	7.2	-58	2	14	-62	-2	-9
20	CC1CC(=O)N(C)c2ccc([N+](=O)[O-])cc2N1 (stereo not given)	-8	0.4	18	-1	-8	12	-3	14
25	CNC(=O)c1ccccc1F	6	-2.6	19	-1	1	-11	-3	8

Next section
cpd	molecule	Jurkat NFkB inh	CHOP UPR activ	697 NFkB inh	UPR XBP1 act	tim23-1 inh	Mdm2 MdmX PPI	APJ ag	APJ antagonist
26	O=C(CN1CCN(c2ccccc2F)CC1)NC(=O)NC1CCCCC1	18	-1.4	-4	0	26	2	-4	1
27	O=C(N/N=C/c1cn(Cc2ccccc2)c2ccccc12)c1ccncc1	-3	1.2	-23	-4	23	12	-1	3
28	CSc1sc(C)cc1C1C(C#N)=C(N)N(c2cccnc2)C2=C1C(=O)CCC2 (stereo not given)	5	0.2	-7	-3	15	3	-4	-16
29	CC(CCN1C(Nc2ccccc2)=NC[C@@H]1Cc1ccccc1)c1ccccc1 (stereo not given in full)	7	0.3	18	0	8	18	-3	15
30	O=C(NC1CCCCCCC1)c1ccc(Br)cc1	-127	2.8	-200	-1	-9	-73	2	-6
31	CC(C)c1nnc(NC(=O)CSc2nc3ccccc3[nH]2)s1	-11	-0.2	1	-1	-2	-1	-2	10
32	CCCc1nnc(SCC(=O)Nc2ccc(NC(C)=O)cc2)n1-n1cccc1	3	-0.9	-27	-2	-6	-24	2	8
33	Cc1nn(CC(=O)N2CC(=O)Nc3ccccc32)c(C)c1[N+](=O)[O-]	-1	0.3	-4	0	1	-13	-1	0
34	CCN(CC)S(=O)(=O)c1ccc2c(c1)N(CC(=O)NCc1ccccn1)C(=O)CO2	-2	-2.6	-29	-1	12	-13	-4	4
35	COCCn1nnnc1C(c1cccs1)N1CCN2CCCC2C1 (stereo not given)	-2	0.2	10	-1	0	-26	-4	0
36	CCOc1cc(N2CCOCC2)c(OCC)cc1NC(=O)COC(=O)c1ccc(Cl)cc1N	11	0.6	-11	3	1	3	13	12
37	O=C(c1cc(-c2ccc3c(c2)OCO3)on1)N1CCN(c2ccccc2)CC1	-121	1.2	-29	0	40	-13	-3	1
38	COc1cccc(NC(=O)c2nn(C34CC5CC(CC(C5)C3)C4)cc2[N+](=O)[O-])c1	-12	2.0	23	-1	40	28	-1	0
39	CC1CCC2(CC1)NC(=O)N(CC(=O)Nc1ccc(N3CCOCC3)cc1)C2=O (stereo not given)	-8	-0.8	4	-2	2	21	-3	6
40	CCC1(c2ccccc2)NC(=O)N(CC(=O)NCc2ccc(C)cc2)C1=O (stereo not given)	14	0.0	23	-2	-4	29	1	15
41	COCCNC(=O)C(c1ccc(F)cc1)N(Cc1ccccc1)C(=O)CCC(=O)Nc1ccccn1 (stereo not given)	3	-1.1	17	1	-2	-22	-2	-4
42	COc1cccc(C(=O)Nc2c(C(N)=O)oc3ccccc23)c1	-14	-1.1	-2	4	25	5	3	1
43	CCOC(=O)c1sc2nccc(OC)c2c1N=CNOC	20	0.5	11	0	12	16	-2	12
44	CC(Oc1ccc2c3c(c(=O)oc2c1)CCCC3)C(=O)NCC(O)c1ccccc1 (stereo not given)	9	-1.3	1	-9	23	13	-4	15
45	Clc1cccc(Cl)c1CON/C=N/c1ncnc2sccc12	-1	5.3	-30	2	-4	18	-3	-15
46	O=C(Nc1ccccc1Cl)NC1CCCCCCC1	-49	3.9	-58	-2	33	14	13	-48
47	CC(C)Oc1cccc(C(=O)C2CCCN(C(=O)c3cc(C(F)(F)F)[nH]n3)C2)c1 (stereo not given)	-9	-0.6	-12	-4	12	-2	0	-4
48	C[C@H](NC(=O)Cc1cccc2ccccc12)C(=O)NCc1ccccc1	4	-1.3	-4	-5	16	-9	-1	-12
49	O=C(CSc1ccc2nnc(CCNC(=O)c3ccccc3)n2n1)NCc1ccc(F)cc1	-11	-1.2	-15	-5	-4	4	0	5
50	Cc1nnc(SCC(=O)Nc2ccccc2N2CCOCC2)s1	3	0.2	24	3	-3	19	-2	12
51	O=C(CN1CCN(c2ccccc2O)CC1)NC(=O)NC1CCCC1	10	0.8	3	-1	3	-12	-3	5
52	O=c1c(-c2ccco2)[n+]([O-])c2ccccc2n1OCc1c(F)cccc1F	-16	0.6	12	6	10	42	4	-2
53	CC(C)COc1ccc(C(=O)NC(Cc2c[nH]c3ccccc23)C(=O)NN)cc1 (stereo not given)	8	-0.5	3	1	12	4	-1	-5
54	C=CCSc1nc2sc(C)c(C)c2c(=O)n1CC=C	-4	-1.6	-9	0	11	26	-3	-5
55	O=C(c1ccc(-c2cccc(C(F)(F)F)c2)o1)N1CCCC(C(F)(F)F)C1 (stereo not given)	-2	4.3	-7	-4	22	-15	-4	-2
56	CC(=O)N1CCc2cc(S(=O)(=O)Nc3cccc(C(F)(F)F)c3)ccc21	3	-0.4	-35	-3	22	-1	6	2
57	Oc1cccc2c(-c3nn[nH]n3)ccnc12	4	-2.1	10	0	-8	7	-3	-6
58	Cc1cc(C)c2c(c1)C(=O)/C(=C/c1ccc(C(=O)O)cc1)CC2	-3	2.3	-33	-3	23	17	-3	2
59	Cc1ccccc1[C@@]1(C)ON(c2ccccc2C(F)(F)F)C1=O	-6	6.8	2	10	56*	81*	-4	4
60	CCC(C)(C(=O)NC1CCCCC1)N(Cc1cccs1)C(=O)CC1NC(=O)NC1=O (stereo not given)	-5	-0.2	1	3	1	-16	-2	6
